High-throughput results: PubChem BioAssay, National Center for Advancing Translational Sciences (NCATS)
B2AR arrestin – beta2AR (human) beta-arrestin recruitment activity | P07550 | beta-arrestin recruitment to beta2AR, cell-based reporter | Potency, µM (doses to about 46.1 µM), inactives show at the highest dose activation, most hits filed as activators | 0.02% of 330,000 active | AID 492947;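 note: potency is the fitted concentration of half-maximal effect; 0% = DMSO controls and full agonism = EC100 isoproterenol or metaproterenol; nearly all actives have a fitted effect of over 65% in size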
Menin MLL FP TR – menin-MLL binding inhibition, Texas Red mutant peptide; O00255; Menin + Texas Red MLL mutant peptide, fluorescence polarization; Potency, µM (doses to about 61.6 µM), without a hit: at the top dose FP activity change, negative = inhibition, usual class: inhibitors; 0.23% of 270,000 active; AID 1768; active = well fitted inhibition curve with a large enough effect in the polarisation, with a control signal flat, not every such curve was filed as active; inconclusive = small, poorly fitted or top-dose-only effect, or effect the other way, or a change in a side signal; inactive = no such curve, though single readings can be large or run the other way; the % refers to the polarisation; note: potency is the fitted concentration of half-maximal effect; % of control where 0% means no effect; many of its hits are not listed in these tables
Integrin act MD – integrin-mediated muscular dystrophy alleviation activation; alpha7betagal myoblasts, beta-gal FDG fluorescence, 48 h; Potency, µM (highest dose often 38.3 µM), for inactives: top-dose activation, most hits filed as activators; 0.064% of 350,000 active;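 note: potency is the fitted concentration of half-maximal effect; 100% = response of the positive control SU9516; nearly all actives have a fitted effect of over 60% in size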
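Alpha7betagal+/- myoblasts (passage 13) were plated 16-24 hr, then exposed to compounds (1:260 dilution of DMSO stock) for 48 hours at 37C. After MPER lysis, β-galactosidase reporter activity was read as FDG fluorescence (ex 480/em 540) after 30 minutes.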
Giardia killer – kills Giardia lamblia; activity change, % at 7.66 µM, hits read low; 0.15% of 340,000 active; Giardia lamblia trophozoite viability; AID 540267; in the data active = activity change below about -80%; inconclusive = between about -30% and that limit;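 note: parasites exposed to compound for two days anaerobically before the ATP read; % is set by controls: 0 for no effect and ±100 for the full control effect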
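Viability, read as ATP luminescence: trophozoites at 100 cells/well, compound added, 48 hrs anaerobic at 37 deg C, then 15-30 min room-temperature development before reading.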
PTAP TSG101 blk – blocks PTAP/TSG101 interaction to inhibit HIV-1 budding; Q99816; Fluorescence polarization, FITC-PTAP peptide / Tsg101 binding; Potency, µM (highest dose often 115 µM), for inactives: top-dose activity change, negative = inhibition, hits mostly inhibitors; 340,000 tested, under 10 active; AID 493005; active = well fitted inhibition curve with a large enough effect in the main read-out, with a control signal flat, not every such curve was filed as active; inconclusive = small, poorly fitted or top-dose-only effect, or effect the other way, or a change in a side signal; inactive = no such curve, though single readings can be large or run the other way; note: potency is the fitted concentration of half-maximal effect; % of control where 0% means no effect
Target sequence (Q99816 whole entry, looked up): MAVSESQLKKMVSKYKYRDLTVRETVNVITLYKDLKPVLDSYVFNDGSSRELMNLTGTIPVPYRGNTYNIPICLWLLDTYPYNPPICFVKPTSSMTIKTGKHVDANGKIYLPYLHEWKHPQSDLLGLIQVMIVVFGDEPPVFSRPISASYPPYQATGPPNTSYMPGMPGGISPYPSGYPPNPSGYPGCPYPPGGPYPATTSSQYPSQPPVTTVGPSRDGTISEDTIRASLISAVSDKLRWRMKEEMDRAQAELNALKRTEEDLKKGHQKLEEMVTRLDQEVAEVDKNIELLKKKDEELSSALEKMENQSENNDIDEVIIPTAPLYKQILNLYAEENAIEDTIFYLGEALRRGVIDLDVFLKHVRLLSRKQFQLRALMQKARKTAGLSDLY
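FP read-out: FITC-PTAP peptide, 50 nM final, binding Tsg101 binding domain, 10 uM final; 20 min, r.t.; 10 mM HEPES pH 7.5, 0.15 M NaCl, 0.01% Tween 20, 3 mM EDTA, 0.1 mM TCEP.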
PKM2 act – increases activity of human pyruvate kinase M2; P14618; purified PKM2, Kinase-Glo ATP luminescence, activation; response scale: 0% is enzyme alone, no compound; Potency, µM (titrated, usually from 57.5 µM), inactives show at the top dose activation, hits mostly activators; 0.34% of 260,000 active; AID 1631; note: potency is the fitted concentration of half-maximal effect; % is set by controls: 0 for no effect and ±100 for the full control effect; nearly all actives have a fitted effect of over 55% in size
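Purified hPK-M2 (>95% pure) converted ADP (0.1 mM final) to ATP with 0.5 mM PEP in 50 mM imidazole pH7.2, KCl, MgCl2, Tween 20, BSA; 1 h at room temperature. ATP detected by Kinase-Glo luminescence.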
Chronic BCR inh – inhibitors of chronic active B-cell receptor signaling | ABC-DLBCL IkBa-CBG/CBR reporter, luminescence ratio, 4 h | Potency, µM (doses to about 46.1 µM), for the others: at the top dose ratio change, negative = lower green/red ratio, usual class: inhibitors | 0.05% of 340,000 active; active = well fitted inhibition curve with a large enough effect in the signal ratio, with a control signal flat, not every such curve was filed as active; inconclusive = small, poorly fitted or top-dose-only effect, or effect the other way, or a change in a side signal; the % refers to the signal ratio;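 note: potency is the fitted concentration of half-maximal effect; plate controls were basal doxycycline-induced cells for no effect and cells given 10 µM MG132 for full effect; MG132 reads +100%, hits lower the ratio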
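TMD8 ABC-DLBCL cells carrying doxycycline-inducible green luciferase fused to IkappaBalpha plus unfused red luciferase were exposed to compounds (up to 46 uM) for 4 hrs at 37C. Activity came from the overlap-corrected green/red luminescence ratio.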
Coupling enz – counter-screen for Giardia aldolase inhibitors: coupling enzyme system. coupling enzyme system counterscreen, AmpLite Red fluorescence. activity change, negative = inhibition, % at 58.2 µM, hits read low. 0.67% of 290,000 active. AID 2472; in the data active = activity change below about -30%; note: % is set by controls: 0 for no effect and ±100 for the full control effect
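Fluorescence at 525 nm excitation and 598 nm emission measured inhibition of the coupled detection system without aldolase. Compounds (at 57.5 uM final) were preincubated 10 min at room temperature with coupling enzyme reagent before a 20 min substrate/AmpLite Red step.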
Tb PFK block – T. brucei PFK enzyme inhibition; O15648; T. brucei PFK, ADP-Glo luminescence; Potency, µM (series often up to 57.5 µM), without a hit: at the top dose activity, negative = inhibition, most hits filed as inhibitors; 0.17% of 330,000 active; AID 485367;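 note: potency is the fitted concentration of half-maximal effect; 0% = uninhibited 1x PFK enzyme wells and -100% = no-enzyme wells; nearly all actives have a fitted effect of over 60% in size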
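In TEA buffer at pH 8.0 with 5 mM MgCl2, enzyme (1.25 nM) converted F6P (0.5 mM) and ATP (0.1 mM) for 45 min at room temperature. ADP product was read by luciferase luminescence.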
GALK inh – blocks human galactokinase activity. Potency, µM (top dose mostly 57.5 µM), for inactives: top-dose activity change, negative = inhibition, usual class: inhibitors. AID 1868. 0.007% of 270,000 active. Purified GALK, Kinase-Glo residual ATP luminescence; note: potency is the fitted concentration of half-maximal effect; % is set by controls: 0 for no effect and ±100 for the full control effect
Target sequence (P51570 whole entry, looked up): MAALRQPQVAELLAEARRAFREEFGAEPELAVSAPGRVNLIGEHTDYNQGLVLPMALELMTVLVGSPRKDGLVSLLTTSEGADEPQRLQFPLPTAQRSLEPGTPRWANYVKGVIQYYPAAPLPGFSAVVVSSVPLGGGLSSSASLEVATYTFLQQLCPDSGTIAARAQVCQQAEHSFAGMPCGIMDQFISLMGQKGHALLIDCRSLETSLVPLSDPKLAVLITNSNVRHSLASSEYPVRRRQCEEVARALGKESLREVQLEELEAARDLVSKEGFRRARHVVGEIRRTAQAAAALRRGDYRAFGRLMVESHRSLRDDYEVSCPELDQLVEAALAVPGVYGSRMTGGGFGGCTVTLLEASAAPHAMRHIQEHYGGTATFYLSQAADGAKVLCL
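Kinase-Glo Plus luminescence measured ATP left after a 1 h room-temperature reaction. The reaction used 5 nM GALK, 100 uM galactose and 35 uM ATP at pH 8.0 (20 mM HEPES, 5 mM MgCl2, 60 mM NaCl, 1 mM DTT, 0.01% BSA).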
S-ASM inh – blocks human secretory acid sphingomyelinase; P17405; placental ASM, HMU-PC fluorogenic substrate, 60 min; Potency, µM (highest dose often 57.5 µM), for the others: at the highest dose activity change, negative = inhibition, actives largely listed as inhibitors; 0.006% of 340,000 active; note: potency is the fitted concentration of half-maximal effect
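qHTS format. ASM enzyme prepared from human placenta hydrolyses the fluorogenic substrate HMU-PC0 (9 uM final) over 60 min at 37 °C after a 10 min compound preincubation.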
Numbers without * were called inactive; i = inactive; ? = inconclusive; nt = no result given; [ ] = remark or other dose. Unless noted, calls come from the whole dose curve; as a rule, active = well fitted curve in the direction sought with a large enough effect; inconclusive = small, poorly fitted or top-dose-only effect, or another doubt; inactive = no such curve, though single readings can be large; an effect the other way counts as inactive or inconclusive. Only part of the results is shown; count on the stated rates, not on these rows.

SMILES	B2AR arrestin	Menin MLL FP TR	Integrin act MD	Giardia killer	PTAP TSG101 blk	PKM2 act	Chronic BCR inh	Coupling enz	Tb PFK block	GALK inh	S-ASM inh
CCOC(=O)c1sc(NC(=S)NC(=O)c2ccc(OC)cc2)nc1C	0.6%	34%[activator]	8%	-11	-5%	1%[11.5 µM]	nt	1	-1%	-4%	-3%
Cc1nnc(NNS(=O)(=O)c2ccc(Cl)cc2)[nH]c1=O	-0.2%	nt	9%	-7	-4%	5%	4%	0	2%	0%	-1%
Cc1ccc(NC(=O)CCC(=O)NNC(=O)COc2cccc3ccccc23)c(C)c1	-0.1%	?	-14%	-10	1%	-3%	0%	0	6%	nt	6%
COc1ccc(OC)c(S(=O)(=O)Nc2c(C)cccc2C)c1	-0.1%	-4%	-28%	-20	1%	2%	3%	-1	4%	-2%	1%
C=CCNc1nc(C(=O)OCC(=O)Nc2cccc(SC)c2)cs1	0.2%	nt	2%	9	3%	nt	5%	nt	-2%	nt	-1%
CCCCNC(=O)CCC(=O)NNc1nc2ccccc2c2nc(-c3ccccc3)nn12	-0.2%	-1%	4%	9	-2%	-17%	0%	6	0%	2%	-3%
CCCN=C1N(C)C[C@@H]2[C@@H]3C(=O)N(Cc4ccccc4)C(=O)[C@@H]3[C@](CC)(C(=O)OC)N12	-0.3%	nt	25%	-16	-1%	nt	0%	nt	-6%	nt	-5%
Brc1ccccc1OCCCN1CCOCC1	0.2%	-1%	-11%	3	3%	-1%	-1%	2	0%	-5%	5%
CC(=O)Oc1ccc(C(=O)Nc2ccc(C3(C#N)CCCC3)cc2)cc1	0.4%	?	-30%	-25	0%	0%	?	1	-3%	7%	6%
CN(Cc1nccs1)C(=O)c1ccc(OC2CCN(CCc3ccccc3)CC2)cc1	-1.1%	-19%	-9%	21	-1%	3%	-1%	-2	0%	3%	0%
CC1=C(C(=O)OC(C)C)C(c2ccc(N(C)C)cc2)C2=C(CC(C)(C)CC2=O)N1 (centres undefined)	0.0%	-14%	6%	-10	-1%	8%	?	2	2%	-2%	40%[activator]
N#Cc1nc(COc2ccccc2)oc1N1CCCC1	-0.8%	-1%	?	8	0%	0%	11%	-5	1%	1%	3%
CCC(=O)NC1(C(F)(F)F)C(=O)Nc2c1c(=O)n(C)c(=O)n2C (centres undefined)	-0.3%	-4%	0%	14	-3%	-2%	6%	4	-5%	-1%	-1%
CCOC(=O)C(Cc1ccccc1)NC(=O)CCC(=O)c1ccc(OC)cc1 (centres undefined)	12%	-10%	5%	23	-1%	nt	0%	2	5%	1%	-6%
O=C(/C=C/c1ccc(F)cc1)NC(=S)N1CCN(Cc2ccccc2)CC1	?	nt	-12%	9	1%	1%	?	3	-9%	-3%	-2%
C/C(=N/NC(=O)c1cccs1)c1ccco1	-2.6%	-14%	9%	-8	-1%	-25%	?	3	-2%	3%	0%
Cc1ccc2[nH]c(=O)c(-c3noc(CC(C)C)n3)cc2c1	5.9%	nt	25%	-8	-3%	-6%	?	1	-8%	-1%	112%[activator]
CNCc1ccc(OCc2ccccc2)c(OC)c1	-0.3%	-7%	-18%	3	-1%	-4%	0%	-1	-1%	-1%	-1%
CC(C)NC(=S)n1cc(C(=O)c2cc(Cl)cc(Cl)c2O)cn1	0.5%	23%	2%	-5	-1%	nt	-19%	1	-1%	6%	-1%
COc1ccc(C2=CN(Cc3ccccc3)CCC2=O)cc1	0.3%	nt	-5%	?	-6%	nt	1%	nt	-2%	nt	0%
Cc1ccc(C(=O)Nn2cnnc2)cc1S(=O)(=O)N1CCOCC1	-0.2%	nt	7%	-7	-3%	-1%	-6%	1	3%	6%	5%
CCCC1(C(=O)OCC)NC(c2ccc(OC)cc2OC)C2C(=O)N(c3ccccc3)C(=O)C21 (centres undefined)	0.0%	-25%	-6%	-19	-3%	-12%	-5%	1	0%	0%	0%
O=C(Nc1ccc2nc3n(c(=O)c2c1)CCCC3)c1cccc([N+](=O)[O-])c1	-0.3%	1%	-9%	9	-2%	0%	?	2	-5%	-4%	-5%
COc1ccc(N2C(=O)CSC2c2ccccc2)cc1 (centres undefined)	0.1%	-1%	?	11	-5%	nt	-4%	1	1%	0%	4%
Cc1nc2ccc(C(=O)Nc3ccc4nc[nH]c4c3)cc2[nH]1	-0.3%	-2%	8%	?	0%	-6%	-1%	-1	2%	-6%	3%
SMILES	B2AR arrestin	Menin MLL FP TR	Integrin act MD	Giardia killer	PTAP TSG101 blk	PKM2 act	Chronic BCR inh	Coupling enz	Tb PFK block	GALK inh	S-ASM inh
O=C(Nc1cccc(Cl)c1)Nc1ccccc1NS(=O)(=O)c1cccs1	-0.1%	?	2%	18	3%	-1%	3%	-3	0%	0%	-15%
O=c1c(-c2nc3ccccc3s2)cccn1Cc1ccccc1	-1.9%	nt	33%	5	-1%	-1%	?	1	2%	-5%	i
CNC(=O)/C(C#N)=C/c1cc(C)n(-c2ccc(N3CCOCC3)cc2)c1C	-0.8%	nt	2%	6	0%	6%	9%	1	1%	0%	15%
COc1ccc(-n2nnc3c(SCC(=O)c4ccccc4)ncnc32)cc1	0.2%	?	-13%	17	-2%	0%	4%	2	2%	0%	0%
CCCN1C(=O)/C(=C\C=C2/C=CN(CC)c3ccccc32)SC1=S	-0.4%	8%	5%	-3	-4%	-24%	4%	-4	-8%	0%	-9%
O=C(N/C(=C\c1ccc([N+](=O)[O-])cc1)C(=O)N1CCOCC1)c1ccccc1	0.1%	-1%	-16%	4	6%	-1%	1%	3	-7%	-2%	1%
Cc1cc(-n2c(C)cc(C(=O)COc3ccc4ccc(=O)oc4c3)c2C)no1	0.3%	30%	18%	4	-3%	0%	0%	-19	4%	-2%	294%[activator]
CCC(C)(C)NC(=O)CN(C(=O)CCC(=O)Nc1nccs1)c1cccc(C)c1	-0.2%	0%	-3%	1	-4%	0%[11.5 µM]	0%	0	-2%	-1%	2%
CC(C)CC(=O)N1CCN(C(=O)c2ccco2)CC1	-0.3%	3%	12%	6	-1%	-4%	-7%	0	-5%	11%	-1%
COc1ccc(/C=N/OC(=O)Nc2ccccc2)cc1[N+](=O)[O-]	-0.1%	-1%	2%	-25	0%	-9%	-4%	1	5%	nt	0%
COc1ccc2c(c1)c(/C=N/Nc1ccc(C(=O)O)cc1)c(C)n2C	-0.9%	nt	8%	28	-4%	6%	?	-5	4%	nt	90%[activator]
O=C(Nc1ccc(-c2nc3ccccc3o2)cc1)c1ccc(N2C(=O)C3C4C=CC(C4)C3C2=O)cc1 (centres undefined)	0.0%	27%	19%	-2	1%	-9%	?	3	-1%	-4%	9%
COc1cccc(NC(=O)CSc2ccc3nnc(-c4ccccn4)n3n2)c1	-0.6%	nt	5%	-7	-4%	23%	-6%	nt	-9%	3%	-1%
Cc1cccc2c1nc(-c1ccccc1)n1cnnc21	0.2%	-10%	-10%	-11	-11%	-2%	2%	4	2%	-3%	1%
COc1ccc(C(=O)C2CCCN(Cc3cccn3-c3cccnc3)C2)cc1OC (centres undefined)	-0.4%	-7%	3%	9	-3%	-1%	0%	-1	0%	2%	-1%
CCOC(=O)c1c(NC(=O)CSC(=S)N2CCOCC2)sc(C)c1C	-0.5%	?	8%	3	-1%	0%	11%	-4	-8%	-1%	-3%
CCCC(=O)N1CCN(c2ccc(NC(=O)c3ccc(OCC)c([N+](=O)[O-])c3)cc2)CC1	0.0%	?	-37%	-4	-1%	-1%	2%	-1	1%	0%	2%
COc1cccc(/C=N/NC(=O)C(=O)NCc2cccnc2)c1OC	-0.4%	0%	0%	-1	-1%	1%	?	1	-3%	-2%	1%
CCc1cc2ccc(C)cc2nc1SCC(=O)c1ccc(NC(C)=O)cc1	0.3%	-18%	-30%	-7	-1%	0%	?	2	2%	-1%	-22%
OCC1OC(n2nc3ccccc3n2)C(O)C(O)C1O (centres undefined)	-1.7%	2%	-15%	-11	-5%	-1%	1%	2	0%	6%	-1%
N#Cc1cn(CCOC(=O)c2cccc(C(F)(F)F)c2)c(=O)[nH]c1=O	0.3%	-1%	7%	1	1%	-1%	6%	1	-6%	6%	1%
COc1ccc(/C=N\NC(=O)C2=NNC(=O)C2C)cc1 (centres undefined)	-0.1%	nt	3%	-7	-4%	-35%	?	4	-2%	2%	-2%
